Source: PubChem BioAssay (several laboratories)
TPT1 inh – C. albicans TPT1 enzyme inhibition. AID 1962. inhibition, % at 5 µM. recombinant caTPT1, FP RNA substrate dephosphorylation. hit rate 0.81% among 300,000;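 active = inhibition above the mean of all tested compounds plus 3 SD, set per screening campaign, cut at about 24% in these data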;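 note: plate controls were DMSO alone for no effect and ferristatin control at 100 nM for full effect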
GSTO1 inh – blocks human GSTO1 in RBBP9 counter-screen; inhibition, % at 5.96 µM; hit rate 1.1% among 300,000; recombinant GSTO1, activity-based probe fluorescence polarization; P78417;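 active = inhibition above the campaign mean inhibition plus 3 SD, cut at about 35% in these data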;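 note: 0% = GSTO1-1 with DMSO and 100% = wells lacking GSTO1-1 enzyme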
Target sequence (P78417 whole entry, looked up): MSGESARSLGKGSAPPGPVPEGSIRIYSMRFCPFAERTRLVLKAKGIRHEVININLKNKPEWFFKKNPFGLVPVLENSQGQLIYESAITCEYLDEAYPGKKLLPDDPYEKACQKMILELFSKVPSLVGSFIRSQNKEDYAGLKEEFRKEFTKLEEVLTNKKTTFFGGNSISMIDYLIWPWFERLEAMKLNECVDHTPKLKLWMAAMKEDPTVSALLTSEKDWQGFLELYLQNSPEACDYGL
MEX-5 binding – C. elegans MEX-5 TCR-2 RNA binding activity. Q9XUB2. MEX-5/FITC-TCR2 RNA binding, fluorescence polarization; hits give low values. activity score (negative = inhibition of binding), % at 10 µM. hit rate 0.38% among 300,000;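 active = inhibition past about -25% in most replicates, and total fluorescence under double the plate's negative control median, limit read from the data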;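 note: 0% = DMSO and -100% = 5 µM competing unlabeled TCR2 RNA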
Target sequence (Q9XUB2 whole entry, looked up): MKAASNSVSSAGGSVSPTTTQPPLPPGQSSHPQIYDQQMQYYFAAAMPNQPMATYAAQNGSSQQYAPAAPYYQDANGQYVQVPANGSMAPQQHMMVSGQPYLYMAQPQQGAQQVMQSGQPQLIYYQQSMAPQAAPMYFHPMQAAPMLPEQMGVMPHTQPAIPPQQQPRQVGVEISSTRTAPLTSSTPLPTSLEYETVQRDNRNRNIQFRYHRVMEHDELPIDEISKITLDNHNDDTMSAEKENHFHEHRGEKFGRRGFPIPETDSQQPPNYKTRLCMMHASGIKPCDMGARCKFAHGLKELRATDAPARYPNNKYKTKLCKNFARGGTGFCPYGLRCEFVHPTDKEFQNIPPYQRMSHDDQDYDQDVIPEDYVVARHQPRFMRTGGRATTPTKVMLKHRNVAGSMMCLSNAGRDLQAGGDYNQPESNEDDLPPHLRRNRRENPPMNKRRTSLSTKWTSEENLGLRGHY
GLD-1 RNA inh – GLD-1-TGE RNA interaction inhibition (C. elegans). Q17339. purified GLD-1 + fluorescein TGE RNA, fluorescence polarization. hit rate 0.44% among 320,000. AID 2280. inhibition, % at 5.96 µM;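 active = percent inhibition above a per-plate cutoff, the plate mean of test compounds plus 3 SD, cut at about 30% in these data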;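 note: 0% = DMSO wells with GLD-1 and probe and 100% = wells lacking GLD-1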
PME-1 inh – blocks human protein phosphatase methylesterase 1 | recombinant PME-1, FP-Rh probe fluorescence polarization | inhibition, % at 5.9 µM | hit rate 0.53% among 320,000 | AID 2130;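 active = inhibition above the campaign mean of all compounds plus 3 SD, cut at about 26% in these data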;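 note: competitive labeling of PME-1 active site by serine hydrolase directed probe; 0% = PME-1 with DMSO and 100% = wells lacking PME-1 enzyme; inhibitors block probe labeling so polarization falls and inhibition rises; many of its hits are not listed in these tables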
Bcl-xL primary – inhibitors of human Bcl-xL; Q07817; GST-Bcl-xL / FITC-Bim BH3 peptide fluorescence polarization; inhibition, % at 10.9 µM; hit rate 0.7% among 320,000; AID 2129;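 active = inhibition above the mean of all tested compounds plus 3 SD, cutoff set per campaign, cut at about 30% in these data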;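 note: 0% = DMSO wells and 100% = unlabeled Bim-BH3 peptide competitor; inhibitors lower millipolarization by displacing the labeled peptide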
Target sequence (Q07817 whole entry, looked up): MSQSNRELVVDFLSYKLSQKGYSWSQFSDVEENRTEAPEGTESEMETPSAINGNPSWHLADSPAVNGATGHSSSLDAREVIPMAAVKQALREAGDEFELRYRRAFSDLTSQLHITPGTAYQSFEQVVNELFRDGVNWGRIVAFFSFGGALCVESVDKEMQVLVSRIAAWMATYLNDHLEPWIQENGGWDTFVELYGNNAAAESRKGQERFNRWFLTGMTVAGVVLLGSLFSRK
PAD4 inh – inhibitors of human PAD4. Q9UM07. recombinant PAD4, RCA probe fluorescence polarization. inhibition, % at 6.36 µM. hit rate 0.41% among 330,000. AID 485272;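 active = percent inhibition above a cutoff equal to the mean of all tested compounds plus 3 SD, cut at about 15% in these data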;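 note: 0% = PAD4 with RCA probe and DMSO and 100% = probe without PAD4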
MCL1 BIM primary – MCL1-BIM-BH3 interaction inhibition (human) | GST-MCL1 / FITC-Bim-BH3 fluorescence polarization | inhibition, % at 10.9 µM | hit rate 0.68% among 320,000;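 active = inhibition above the mean inhibition of all tested compounds plus 3 SD, set per campaign, cut at about 40% in these data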;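 note: 0% = DMSO wells and 100% = unlabeled Bim-BH3 peptide control; higher means more loss of mP so more displacement of Bim peptide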
Fam108B inh – counter-screen for RBBP9 inhibitors: inhibitors of mouse Fam108B. recombinant Fam108B, FP-Rh probe fluorescence polarization. hit rate 0.33% among 300,000. inhibition, % at 9.51 µM. AID 1947;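 active = inhibition above the screen mean inhibition plus 3 SD, computed separately per campaign, cut at about 18% in these data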;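 note: inhibitors lower polarization as less probe binds the enzyme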
* marks the source's active call; other numbers are inactive results; nt = not tested or not shown. A portion of the library (hit frequency here may not be typical).

SMILES	TPT1 inh	GSTO1 inh	MEX-5 binding	GLD-1 RNA inh	PME-1 inh	Bcl-xL primary	PAD4 inh	MCL1 BIM primary	Fam108B inh
O=[N+]([O-])c1ccc(-c2nc(=S)c3c(o2)CCCC3)cc1	2	1	-0.9	-3	4	10	-4	13	2
CCc1cc2c(=O)c(-c3cnn(-c4ccccc4)c3)c(C(F)(F)F)oc2c(CN(C)C)c1O	0	3	-0.1	-8	-2	-1	-4	-4	-2
O=C(Nc1ccccc1C(=O)NCc1cccnc1)c1ccccc1F	3	-4	-1.8	-4	5	-1	-3	0	7
COc1ccc(C(=O)N/N=C/c2c(CO)cnc(C)c2O)cc1	-4	-4	-0.1	6	-1	3	1	8	3
CCOc1cccc2c1OC1(C)CC2NC(=O)N1c1cccc(F)c1 (stereo not drawn)	5	9	-1.4	1	2	-1	-6	-8	1
COc1ccc(NS(=O)(=O)c2ccc(OC)c(NC(=O)CCC3CCCC3)c2)cc1	-3	13	nt	6	-5	3	1	3	2
O=C(O)c1cc(NC(=O)c2ccc(Br)cc2)cc(NC(=O)c2ccc(Br)cc2)c1	0	-37	-4.1	4	-12	15	1	4	-21
COc1ccccc1N1CCN(C(C)C(=O)Nc2ccc(S(=O)(=O)N3CCOCC3)cc2)CC1 (stereo not drawn)	0	1	0.3	-7	-3	-2	1	-8	-3
CCN(CC)C(=O)Cn1cc(S(=O)(=O)CC(=O)N2CCCCCC2)c2ccccc21	-1	1	0.7	4	-2	0	-3	2	0
N#C/C(=C\c1ccccc1[N+](=O)[O-])C(=O)Nc1ccc(S(N)(=O)=O)cc1	-10	-4	-5.6	29	-4	33*	-10	29	-4
Cc1cc(F)ccc1S(=O)(=O)N1CCCOC1CNC(=O)C(=O)NCc1ccc2c(c1)OCO2 (stereo not drawn)	-1	-1	0.2	4	1	-1	1	1	-3
CCn1nnc(NC(=O)COc2ccc([N+](=O)[O-])cc2)n1	-2	4	-3.4	5	-1	0	2	3	1
Cc1cc(C)n2nc(SCC(=O)c3ccc[nH]3)nc2n1	-2	2	1.9	7	0	5	4	-4	0
CCCCN(C(=O)CN1C(=O)C2CC=CCC2C1=O)c1c(N)n(CCC)c(=O)[nH]c1=O (stereo not drawn)	0	12	-1.5	4	-15	0	2	-1	-2
COc1ccc(-c2nn(-c3ccccc3)cc2/C=N/Nc2ccc3ccccc3n2)cc1OC	0	1	-1.6	-6	9	7	-1	3	3
COC(=O)CCC(=O)Nc1cc(Cl)cc(Cl)c1	-7	2	1.0	1	3	5	-3	6	2
COc1ccc(CCNC(=O)COc2ccc(S(=O)(=O)N3CCOCC3)cc2)cc1OC	-3	-4	-1.5	-3	-7	3	3	2	-1
Cc1ccc(S(=O)(=O)N2CCN(Cc3cc4c(cc3Br)OCCO4)CC2)cc1	nt	nt	nt	5	-9	-7	-1	-18	nt
Cc1cccc(C(=O)Oc2ccc(/C=N/O)cc2)c1	-1	13	-4.2	5	-2	5	4	3	2
Cc1ccc(S(=O)(=O)NC(C(=O)OCC(=O)NC(=O)c2cccn2C)C(C)C)cc1 (stereo not drawn)	-3	-1	-2.6	6	7	9	-3	2	-1
CCC(Oc1ccccc1OC)C(=O)Nc1ccc2c(c1)OCO2 (stereo not drawn)	0	1	0.9	6	-4	1	5	3	-3
Cc1cccc(Cn2cc(/C=C/[N+](=O)[O-])c3ccccc32)c1	11	-3	-5.6	2	-33	-10	-12	-13	-17
Cn1nnnc1SCc1ccc(C(=O)Nc2nccs2)cc1	-3	3	-1.3	9	-11	3	-1	5	-5
O=S(=O)(N/N=C/c1ccc2c(c1)OCCO2)c1ccccc1	-1	4	2.7	-1	-1	2	-1	0	0
CCOC(Cn1c(CCCO)nc2ccccc21)OCC	-1	0	-1.9	-2	4	5	-4	8	2
COc1ccc(N2CCN(C(CNS(=O)(=O)c3ccccc3)c3ccccc3)CC2)cc1 (stereo not drawn)	0	3	2.3	4	8	-1	2	-1	7
FC(F)(F)c1cnc(NNC(=S)Nc2ccc(Cl)cc2)c(Cl)c1	0	5	1.1	1	7	2	-4	4	2
CN(Cc1cnn(C)c1)Cc1nc(C(c2ccccc2)c2ccccc2)no1	-3	2	-4.3	8	6	-4	-3	-1	-1
COc1cccc(CNS(=O)(=O)c2c(C)nc3scc(C)n3c2=O)c1	0	-4	2.9	5	4	2	2	2	5
OC(CNCc1ccccc1Cl)C(F)(F)F (stereo not drawn)	-3	1	-2.5	13	0	2	-3	5	3
CCc1ccc(NC(=O)C(C)OC(=O)C2CCN(c3ccc(C(F)(F)F)cn3)CC2)cc1 (stereo not drawn)	-1	-2	-0.9	4	1	1	0	6	4
CN(C)C(=O)c1ccccc1Sc1cc(Cl)ccc1Cl	-3	10	1.0	-3	4	10	1	-1	-4
O=C(CCNC(=O)N1CCn2c1nc1ccccc12)NCc1ccc(F)cc1	0	4	1.9	1	5	6	4	6	1
CN(C(=O)COC(=O)C1CCN(S(=O)(=O)c2cccs2)CC1)c1ccccc1	-1	12	0.5	4	7	3	2	9	0
O=C1CC(c2cccc(F)c2)c2c(c3ccccc3[nH]c2=O)O1 (stereo not drawn)	-5	6	-0.5	-2	2	1	-4	5	-1
O=C(c1cc(C2CC2)nn1-c1ccccc1)N1CCN(Cc2ccc(Cl)cc2)CC1	nt	nt	nt	4	-1	-2	2	5	nt
O=C(CN1CCN(c2ccc(F)cc2)CC1)N1N=CCC1c1ccccc1 (stereo not drawn)	2	0	-2.2	8	-4	-6	2	-7	1
CCn1c(C)c(C)c2cc(C(=O)NCCN3CCOCC3)ccc21	1	-3	-2.9	0	-16	6	-9	8	-6
O=c1c([N+](=O)[O-])c(N2CCCCCC2)c2ccccc2n1-c1ccccc1	-1	5	1.7	4	7	-2	-5	-1	-8
O=S1(=O)CCN(Cc2csc(-c3cccs3)n2)CC1	-1	17	1.0	4	-9	7	5	8	3
CCc1nc2sc3c(c2c(=O)n1N)CC(C)(C)OC3	1	5	2.0	0	-3	4	1	5	3
Cc1cccc(NC(=O)CCc2c(C)nc3ncnn3c2C)n1	2	-3	-2.3	6	-8	-4	-2	2	-2
CC(C)Cn1c(-c2ccccc2F)n[nH]c1=S	-5	-6	0.5	-4	-7	-19	-8	-19	-14
CC(Oc1cc2oc(=O)c3c(c2cc1Cl)CCCC3)C(=O)NCc1ccccn1 (stereo not drawn)	-6	1	-1.9	1	-3	2	1	6	3
CC1CCc2nc(NC(=O)c3ccc(S(=O)(=O)N4CCCc5ccccc54)cc3)sc2C1 (stereo not drawn)	-1	3	-2.3	2	5	3	-3	9	-1

Part of the list above in order of length of the SMILES, lowest first:
SMILES	TPT1 inh	GSTO1 inh	MEX-5 binding	GLD-1 RNA inh	PME-1 inh	Bcl-xL primary	PAD4 inh	MCL1 BIM primary	Fam108B inh
OC(CNCc1ccccc1Cl)C(F)(F)F (stereo not drawn)	-3	1	-2.5	13	0	2	-3	5	3
CC(C)Cn1c(-c2ccccc2F)n[nH]c1=S	-5	-6	0.5	-4	-7	-19	-8	-19	-14
CN(C)C(=O)c1ccccc1Sc1cc(Cl)ccc1Cl	-3	10	1.0	-3	4	10	1	-1	-4
O=S1(=O)CCN(Cc2csc(-c3cccs3)n2)CC1	-1	17	1.0	4	-9	7	5	8	3
CCn1c(C)c(C)c2cc(C(=O)NCCN3CCOCC3)ccc21	1	-3	-2.9	0	-16	6	-9	8	-6
O=C1CC(c2cccc(F)c2)c2c(c3ccccc3[nH]c2=O)O1 (stereo not drawn)	-5	6	-0.5	-2	2	1	-4	5	-1
O=C(CN1CCN(c2ccc(F)cc2)CC1)N1N=CCC1c1ccccc1 (stereo not drawn)	2	0	-2.2	8	-4	-6	2	-7	1
O=C(CCNC(=O)N1CCn2c1nc1ccccc12)NCc1ccc(F)cc1	0	4	1.9	1	5	6	4	6	1
CC(Oc1cc2oc(=O)c3c(c2cc1Cl)CCCC3)C(=O)NCc1ccccn1 (stereo not drawn)	-6	1	-1.9	1	-3	2	1	6	3
CN(C(=O)COC(=O)C1CCN(S(=O)(=O)c2cccs2)CC1)c1ccccc1	-1	12	0.5	4	7	3	2	9	0
O=C(c1cc(C2CC2)nn1-c1ccccc1)N1CCN(Cc2ccc(Cl)cc2)CC1	nt	nt	nt	4	-1	-2	2	5	nt
CC1CCc2nc(NC(=O)c3ccc(S(=O)(=O)N4CCCc5ccccc54)cc3)sc2C1 (stereo not drawn)	-1	3	-2.3	2	5	3	-3	9	-1
CCc1ccc(NC(=O)C(C)OC(=O)C2CCN(c3ccc(C(F)(F)F)cn3)CC2)cc1 (stereo not drawn)	-1	-2	-0.9	4	1	1	0	6	4

(next part)
SMILES	TPT1 inh	GSTO1 inh	MEX-5 binding	GLD-1 RNA inh	PME-1 inh	Bcl-xL primary	PAD4 inh	MCL1 BIM primary	Fam108B inh
CC(C)CC1NC(=O)N(CC(=O)c2ccc3c(c2)OCCO3)C1=O (stereo not drawn)	1	-2	-0.3	-3	1	3	2	-1	-2
CCN=c1scc(C)n1/N=C/c1cc(Br)c(O)c(OC)c1	3	7	0.2	-3	7	3	-5	6	1
O=C(COC(=O)c1cc(Cl)ccc1Cl)NCCN1C(=O)CSC1=O	1	5	2.4	-4	-3	-2	1	-6	-4
COc1ccc(C(=O)/C=C/C(=O)N(Cc2ccc3c(c2)OCO3)C(C(=O)NC2CCCCC2)c2ccncc2)c(O)c1 (stereo not drawn)	2	-7	2.5	-4	-3	5	-1	3	-7
CCOC(=O)c1cnc(-n2nc(C)cc2C)nc1NNc1ncc(-c2ccccc2)cn1	-1	-7	2.7	0	-5	-2	-16	-7	-2
O=[N+]([O-])c1cc(C(F)(F)F)cc([N+](=O)[O-])c1Sc1n[nH]c(C(F)(F)F)n1	-1	28	-4.9	-4	-7	1	2	12	0
Cc1cc(=O)[nH]c(SCC(=O)NC2CCCc3ccccc32)n1 (stereo not drawn)	-3	10	-3.3	-4	-3	1	-3	0	4
Cc1ccc(NC(=O)C(=O)NCc2ccccn2)cc1	-4	-2	-1.1	1	-1	0	-1	-3	0
O[C@@H]1COC(Nc2ccc(N=Nc3ccccc3)cc2)C[C@@H]1O (stereo partly drawn)	-3	21	2.5	2	6	5	1	11	-3
CCCCn1c(N)c(N(CCC(C)C)C(=O)C2CCCO2)c(=O)[nH]c1=O (stereo not drawn)	-2	8	-0.4	0	-1	-4	0	-8	-2
CCOC(=O)/C(C#N)=C\c1ccco1	2	2	-1.9	0	-13	0	-7	0	-2
O=C1C2C3C=CC(C3)C2C(=O)N1c1nccs1 (stereo not drawn)	-5	-2	-2.6	4	-2	6	6	4	3
Cc1ccc(NC(=O)CSc2nnc(Cc3cccn3C)n2-c2ccc(F)cc2)cc1	-2	0	-1.3	0	1	-4	-1	-4	-4
CCOC(=O)C1CCCCN1Cc1cn[nH]c1-c1ccc(F)cc1F (stereo not drawn)	-3	3	-1.8	-1	0	6	-3	-2	-4
CCOC(=O)c1sc(C)c2c(=O)n(CC(=O)c3ccc(Br)cc3)nnc12	2	4	-0.8	5	-1	6	-1	2	0

Printed as active in Bcl-xL primary, among the entries above:
structure	TPT1 inh	MEX-5 binding	GLD-1 RNA inh	PME-1 inh	Bcl-xL primary	PAD4 inh	MCL1 BIM primary
N#C/C(=C\c1ccccc1[N+](=O)[O-])C(=O)Nc1ccc(S(N)(=O)=O)cc1	-10	-5.6	29	-4	33*	-10	29
